GASC-1 inh: inhibitors of GASC-1 histone demethylase, primary screen, biochemical, fluorescence, DELFIA europium; inhibition, % at 2.35 µM; AID 2099, 2009; Lysine-specific demethylase 4C (Homo sapiens), Q9H3R0; 330,000 compounds, 0.069% hits; GST-JMJD2C(1-420) H3K9me3 demethylation;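 active = more than half of a compound's replicate wells show inhibition beyond 50%, single wells judged on their own value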;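 also: signal counts dimethyl H3K9 product captured on neutravidin plate; 0% = median of DMSO wells and 100% = 0.3 times that DMSO median; strong numbers were not always called active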
Target sequence (Q9H3R0 1-420 limits assumed): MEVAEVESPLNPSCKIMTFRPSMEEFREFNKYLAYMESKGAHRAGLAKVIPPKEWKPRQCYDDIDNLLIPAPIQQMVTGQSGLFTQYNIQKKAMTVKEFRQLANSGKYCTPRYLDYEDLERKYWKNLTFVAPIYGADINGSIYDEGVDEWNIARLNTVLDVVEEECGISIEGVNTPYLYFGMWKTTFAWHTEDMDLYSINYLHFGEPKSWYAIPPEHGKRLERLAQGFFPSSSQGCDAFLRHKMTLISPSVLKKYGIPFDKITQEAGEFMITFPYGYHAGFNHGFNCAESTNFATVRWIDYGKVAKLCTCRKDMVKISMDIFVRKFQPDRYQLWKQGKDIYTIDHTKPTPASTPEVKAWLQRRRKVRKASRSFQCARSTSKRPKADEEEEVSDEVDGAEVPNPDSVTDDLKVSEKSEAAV
CR mimetic SO: reduction of superoxide in aged yeast, primary screen, HTS; superoxide response (% of plate mean), % at 10 µM; S. cerevisiae aged cells, superoxide DHE fluorescence; hits give low values; 330,000 compounds, 0.18% hits;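 active = superoxide response under a set limit, about three screen SD below normal, cut at about 65% in these data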;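 also: yeast aged for seven days with compound at 30 °C before DHE staining; 100% = average MFI of all compound-treated wells on the plate with controls excluded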
Fh CTSL1 inh: Fasciola hepatica cathepsin L1 inhibitors, primary screen, counter-screen for PFM18AAP inhibitor project, biochemical, QFRET, fluorogenic peptide substrate. inhibition, % at 5.96 µM. 300,000 compounds, 0.49% hits. recombinant F. hepatica cathepsin L1, Z-Leu-Arg-MCA fluorescence;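 active = inhibition above the mean of all tested compounds plus 3 SD, set per screening campaign, cut at about 17% in these data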;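 also: 0% = plate median of test compound wells and 100% = 1 µM Z-Phe-Ala-diazomethylketone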
ZTA counter: ZTA (EBV) inhibition in EBNA-1 counter-screen. P03206. ZTA-DNA binding, fluorescence polarization. inhibition, % at 11 µM. 320,000 compounds, 0.15% hits. AID 2234; in the data active = inhibition above about 33%
PP5 inh: PP5 phosphatase inhibitors, primary screen, biochemical, fluorescence; 320,000 compounds, 0.18% hits; purified PP5c, OMFP substrate fluorescence; inhibition, % at 6.7 µM; Serine/threonine-protein phosphatase 5 (Homo sapiens), P53041;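 active = inhibition above the campaign's mean inhibition across all tested compounds plus 3 SD, cut at about 9.5% in these data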;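 also: 0% = DMSO only and 100% = 100 µM cantharidin control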
Target sequence (P53041 whole entry, looked up): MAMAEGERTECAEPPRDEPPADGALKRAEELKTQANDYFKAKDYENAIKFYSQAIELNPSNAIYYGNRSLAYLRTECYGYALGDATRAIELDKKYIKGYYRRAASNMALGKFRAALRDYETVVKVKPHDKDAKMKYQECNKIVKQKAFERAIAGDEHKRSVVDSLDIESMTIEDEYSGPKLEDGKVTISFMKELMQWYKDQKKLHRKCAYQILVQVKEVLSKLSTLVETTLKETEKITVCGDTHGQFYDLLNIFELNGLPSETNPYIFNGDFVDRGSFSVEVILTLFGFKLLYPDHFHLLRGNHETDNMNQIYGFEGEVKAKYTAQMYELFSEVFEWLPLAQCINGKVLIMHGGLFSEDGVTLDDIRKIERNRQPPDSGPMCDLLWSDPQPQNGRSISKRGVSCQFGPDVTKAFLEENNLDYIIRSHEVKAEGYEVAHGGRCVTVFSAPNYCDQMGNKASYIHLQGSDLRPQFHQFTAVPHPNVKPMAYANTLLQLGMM
TPT1 inhibitor: Candida albicans TPT1 enzyme inhibitors, primary screen, biochemical, fluorescence polarization; tRNA 2'-phosphotransferase TPT1 (Candida albicans SC5314); recombinant caTPT1, FP RNA substrate dephosphorylation; inhibition, % at 5 µM; 300,000 compounds, 0.81% hits;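 active = inhibition above the mean of all tested compounds plus 3 SD, set per screening campaign, cut at about 24% in these data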;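 also: plate controls were DMSO alone for no effect and ferristatin control at 100 nM for full effect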
PP1 inh: PP1-alpha phosphatase inhibitors, primary screen, counter-screen for PP5 inhibitor project, biochemical, fluorescence, OMFP substrate, single point; purified PP1alpha; inhibition, % at 6.7 µM; 320,000 compounds, 0.9% hits; AID 2235, 2010;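 active = inhibition above the mean inhibition of all tested compounds plus 3 SD, computed separately for each screening campaign, cut at about 15% in these data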
EBNA-1 inh: EBNA-1 DNA-binding inhibitors, primary screen, biochemical, fluorescence polarization; inhibition, % at 14.8 µM; AID 1950, 2009; 300,000 compounds, 0.34% hits; in the data active = inhibition above about 28%
HCV core dimer: inhibitors of HCV core protein dimerization, primary screen, biochemical, TR-FRET, high-throughput; TR-FRET GST/Flag-core106 dimerization, 1536-well; inhibition, % at 5 µM; 300,000 compounds, 0.33% hits;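 active = inhibition above the mean of all tested compounds plus 3 SD, set per screening campaign, cut at about 45% in these data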
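assay system = GST-tagged and Flag-tagged HCV core protein residues 1-106 | controls = unlabelled core106 and no-GST-core106 wells | incubation = compound-protein-antibody incubation 4 h at 22.5 °C | probe or stimulus = Eu donor and XL665 acceptor anti-tag antibodies | read-out = % inhibition based on acceptor/donor emission ratio | signal = TR-FRET 671 and 617 nm emission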
An asterisk follows results filed as active; · = no result given; & = joins results of further samples.

1: COc1cccc(CNC(=O)Cn2ncc3c(=O)oc4ccccc4c32)c1
2: CCN1CCCC1CN(Cc1cc2ccc(C)cc2[nH]c1=O)C(=S)Nc1ccc(OC)cc1 (configuration not stated)
3: COc1ccc(-n2nc3c(N4CCC(C(=O)NCc5ccco5)CC4)nnc(C)c3c2C)cc1
4: c1ccc(CNc2ncnc3ccccc23)cc1
5: O=C(CN1CCC(Cc2ccccc2)CC1)NCCc1ccc(F)cc1
6: Cc1ccc2c(Cl)cc(Cl)c(OCC(=O)OCC(=O)Nc3ccc(C#N)cc3)c2n1
7: Cc1ccccc1C(=O)NCCCn1ccnc1
8: CCc1cc2c(N[C@@H](Cc3c[nH]c4ccccc34)C(=O)O)ncnc2s1

| entry no. | 1 | 2 | 3 | 4 | 5 | 6 | 7 | 8 |
| --- | --- | --- | --- | --- | --- | --- | --- | --- |
| GASC-1 inh | 4 | -17 | -6 | -5&4 | 1 | -8 | 9 | 5 |
| CR mimetic SO | 94 | 112 | 98 | 131&95 | 98 | 95 | 110 | 118 |
| Fh CTSL1 inh | 5 | -1 | -2 | 1&0 | 2 | -6 | 0 | -2 |
| ZTA counter | 1 | -6 | -12 | 9&-10 | 14 | -12 | -3 | -8 |
| PP5 inh | -1.1 | -2.1 | 2.6 | 2.1&2.6 | 1.4 | 1.8 | 3.0 | 3.9 |
| TPT1 inhibitor | -5 | 4 | 3 | 2&-6 | -4 | -3 | 1 | -1 |
| PP1 inh | 0 | -2 | 3 | -1&1 | -4 | -5 | -1 | 0 |
| EBNA-1 inh | 15 | -3 | -10 | 4&9 | 1 | 1 | -8 | 19 |
| HCV core dimer | -4 | -3 | 6 | -1&0 | 3 | -1 | 0 | 4 |

9: O=C(CCc1nc(-c2ccccc2F)no1)NCCN1CCN(Cc2ccccc2)CC1
10: Cc1nn(Cc2ccccc2)c(C)c1C(=O)N1CCN(CC(=O)Nc2ccc(F)cc2)CC1
11: Cc1cc(=O)[nH]c(NN=C(CC(C)C)CC(C)C)n1
12: Cn1c(N)c(C(=O)COC(=O)CCc2c[nH]c3ccccc23)c(=O)n(C)c1=O
13: Cc1cc(C)cc(OCC(=O)OCCN2C(=O)c3ccccc3C2=O)c1
14: CCOC(=O)c1[nH]c2ccc(OC)cc2c1NC(=O)CCN1CCSCC1
15: O=C1c2ccccc2NC(c2cccc(Cl)c2)N1N=C1CCCCCC1 (configuration not stated)
16: CCN(CC)CCN(C)c1ccc(N2C(=O)C3CC=CCC3C2=O)cc1[N+](=O)[O-] (configuration not stated)

| entry no. | 9 | 10 | 11 | 12 | 13 | 14 | 15 | 16 |
| --- | --- | --- | --- | --- | --- | --- | --- | --- |
| GASC-1 inh | -1 | · | -6 | 17 | 16 | 2 | -5 | 8 |
| CR mimetic SO | 81 | 107 | 93 | 112 | 109 | 91 | 95 | 107 |
| Fh CTSL1 inh | 0 | · | 1 | -4 | -1 | -3 | 0 | 2 |
| ZTA counter | 2 | 13 | 11 | 1 | 7 | 5 | -3 | -8 |
| PP5 inh | 1.9 | -1.5 | 0.0 | 2.2 | -0.6 | 2.5 | 3.7 | 0.4 |
| TPT1 inhibitor | 1 | · | 4 | 1 | -4 | -2 | 2 | -1 |
| PP1 inh | -3 | -5 | 0 | 0 | -1 | -1 | 0 | -1 |
| EBNA-1 inh | 7 | · | -7 | -14 | 12 | 9 | 4 | -12 |
| HCV core dimer | 8 | · | -5 | -4 | 3 | -2 | 9 | 0 |

17: Cc1cc(C)c(NC(=O)c2cc(S(=O)(=O)N3CCOCC3)ccc2F)c(C)c1
18: Cc1ccc2cc(NC(=O)c3ccc(C(C)(C)C)cc3)ccc2n1
19: CCCN1CCC(=O)N(CCN=[N+]=[N-])CC1
20: O=C(O)CSc1nnc(-c2ccc3c(c2)OCO3)o1
21: O=C1Nc2c(c(=O)[nH]c(=O)n2-c2ccccc2)C1(Nc1ncccn1)C(F)(F)F (configuration not stated)
22: O=C(Cc1cccs1)N/N=C/C=C/c1ccco1
23: CCCN=C1NC(=O)C(CC(=O)NCCc2ccccc2)S1 (configuration not stated)
24: COc1ccc2c(c1)-c1c(sn(-c3ccccc3)c1=S)C(C)(C)N2

| entry no. | 17 | 18 | 19 | 20 | 21 | 22 | 23 | 24 |
| --- | --- | --- | --- | --- | --- | --- | --- | --- |
| GASC-1 inh | 6 | 28 | -13 | 15 | -1 | 13 | 0 | -3 |
| CR mimetic SO | 124 | 102 | 99 | 94 | 101 | 98 | 85 | 112 |
| Fh CTSL1 inh | 1 | 4 | 3 | 1 | -11 | 0 | -1 | 4 |
| ZTA counter | -4 | -2 | 0 | 12 | -2 | -2 | 9 | -3 |
| PP5 inh | -2.9 | 7.4 | 2.3 | -1.4 | 1.4 | 2.0 | 0.8 | 1.3 |
| TPT1 inhibitor | 0 | -3 | -1 | 0 | -8 | 5 | -1 | 1 |
| PP1 inh | -4 | 11 | -1 | -1 | 0 | 1 | 0 | -2 |
| EBNA-1 inh | 13 | -7 | 4 | 6 | -5 | -7 | 3 | -4 |
| HCV core dimer | 9 | 8 | -5 | -2 | 2 | 5 | 0 | -6 |

An excerpt from above in order of number of heavy atoms, ascending.
19: CCCN1CCC(=O)N(CCN=[N+]=[N-])CC1
22: O=C(Cc1cccs1)N/N=C/C=C/c1ccco1
11: Cc1cc(=O)[nH]c(NN=C(CC(C)C)CC(C)C)n1
23: CCCN=C1NC(=O)C(CC(=O)NCCc2ccccc2)S1 (configuration not stated)
18: Cc1ccc2cc(NC(=O)c3ccc(C(C)(C)C)cc3)ccc2n1
15: O=C1c2ccccc2NC(c2cccc(Cl)c2)N1N=C1CCCCCC1 (configuration not stated)
14: CCOC(=O)c1[nH]c2ccc(OC)cc2c1NC(=O)CCN1CCSCC1
12: Cn1c(N)c(C(=O)COC(=O)CCc2c[nH]c3ccccc23)c(=O)n(C)c1=O
21: O=C1Nc2c(c(=O)[nH]c(=O)n2-c2ccccc2)C1(Nc1ncccn1)C(F)(F)F (configuration not stated)

| entry no. | 19 | 22 | 11 | 23 | 18 | 15 | 14 | 12 | 21 |
| --- | --- | --- | --- | --- | --- | --- | --- | --- | --- |
| GASC-1 inh | -13 | 13 | -6 | 0 | 28 | -5 | 2 | 17 | -1 |
| CR mimetic SO | 99 | 98 | 93 | 85 | 102 | 95 | 91 | 112 | 101 |
| Fh CTSL1 inh | 3 | 0 | 1 | -1 | 4 | 0 | -3 | -4 | -11 |
| ZTA counter | 0 | -2 | 11 | 9 | -2 | -3 | 5 | 1 | -2 |
| PP5 inh | 2.3 | 2.0 | 0.0 | 0.8 | 7.4 | 3.7 | 2.5 | 2.2 | 1.4 |
| TPT1 inhibitor | -1 | 5 | 4 | -1 | -3 | 2 | -2 | 1 | -8 |
| PP1 inh | -1 | 1 | 0 | 0 | 11 | 0 | -1 | 0 | 0 |
| EBNA-1 inh | 4 | -7 | -7 | 3 | -7 | 4 | 9 | -14 | -5 |
| HCV core dimer | -5 | 5 | -5 | 0 | 8 | 9 | -2 | -4 | 2 |

Other records follow.
25: Cc1ccc2c(Cl)c(C)c(N3CCCC3)nc2n1
26: Cc1ccc(F)cc1NC(=O)N1CCCN(c2ccc(C(F)(F)F)cn2)CC1
27: COc1cccc(C2CC(c3ccccc3)=NN2S(=O)(=O)c2ccc(C)cc2)c1OC (configuration not stated)
28: CSc1ccc(S(=O)(=O)NCc2ccc(Cl)cc2)cc1

| entry no. | 25 | 26 | 27 | 28 |
| --- | --- | --- | --- | --- |
| GASC-1 inh | 5 | -5 | -3 | -1 |
| CR mimetic SO | 102 | 107 | 100 | 99 |
| Fh CTSL1 inh | -2 | 0 | 0 | 0 |
| ZTA counter | -6 | -6 | 4 | 9 |
| PP5 inh | 2.1 | 6.0 | 2.5 | 2.2 |
| TPT1 inhibitor | -3 | -4 | 4 | 1 |
| PP1 inh | 3 | -2 | 1 | 3 |
| EBNA-1 inh | 1 | -10 | 8 | -7 |
| HCV core dimer | 5 | -2 | 13 | -2 |

Numbers 27–28, reprinted for reference:
27: COc1cccc(C2CC(c3ccccc3)=NN2S(=O)(=O)c2ccc(C)cc2)c1OC (configuration not stated)
28: CSc1ccc(S(=O)(=O)NCc2ccc(Cl)cc2)cc1

| entry no. | 27 | 28 |
| --- | --- | --- |
| GASC-1 inh | -3 | -1 |
| CR mimetic SO | 100 | 99 |
| Fh CTSL1 inh | 0 | 0 |
| ZTA counter | 4 | 9 |
| PP5 inh | 2.5 | 2.2 |
| TPT1 inhibitor | 4 | 1 |
| PP1 inh | 1 | 3 |
| EBNA-1 inh | 8 | -7 |
| HCV core dimer | 13 | -2 |
